Screening results (PubChem)
MsrA inhibitor: bovine MsrA inhibition | inhibition, % at 15.5 µM | purified bovine MsrA, absorbance read-out | 360,000 compounds, 0.75% hits; in the data active = inhibition above about 4.5%;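 note: 0% = vehicle wells with enzyme and 100% = reference inhibitor wells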
MLLE-PAM2 inh: blocks PAM2 peptide binding to the PABP1 MLLE domain | P11940 | GST-MLLE / FITC-PAM2 fluorescence polarization | inhibition, % at 20 µM | 360,000 compounds, 0.36% hits | AID 588489; in the data active = inhibition above about 35%, passing the limit was not always enough;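 note: plate controls were DMSO wells with GST-MLLE for no effect and wells lacking GST-MLLE protein for full effect; some results filed as inactive read as strong as hits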
Target sequence (P11940 whole entry, looked up, the tested form may be a part): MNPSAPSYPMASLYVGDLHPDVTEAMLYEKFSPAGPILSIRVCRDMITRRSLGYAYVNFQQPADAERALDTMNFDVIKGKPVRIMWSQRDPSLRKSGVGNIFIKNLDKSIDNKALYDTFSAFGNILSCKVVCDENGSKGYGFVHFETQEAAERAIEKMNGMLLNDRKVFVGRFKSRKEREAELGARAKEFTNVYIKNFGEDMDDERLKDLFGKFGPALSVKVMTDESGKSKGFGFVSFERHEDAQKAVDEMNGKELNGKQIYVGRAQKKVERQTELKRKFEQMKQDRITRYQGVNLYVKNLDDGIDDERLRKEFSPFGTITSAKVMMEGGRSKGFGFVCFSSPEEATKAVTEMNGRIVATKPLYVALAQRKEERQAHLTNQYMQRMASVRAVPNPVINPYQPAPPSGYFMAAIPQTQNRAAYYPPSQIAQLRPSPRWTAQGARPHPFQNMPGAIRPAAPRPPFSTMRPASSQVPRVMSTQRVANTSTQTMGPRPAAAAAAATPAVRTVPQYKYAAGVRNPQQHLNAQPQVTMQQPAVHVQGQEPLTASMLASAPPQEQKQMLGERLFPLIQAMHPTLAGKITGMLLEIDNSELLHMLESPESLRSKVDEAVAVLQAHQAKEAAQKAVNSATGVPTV
NRP1-CendR mod: alters CendR peptide binding to human NRP-1 | FAM-RPARPAR peptide binding to NRP-1, fluorescence polarization | inhibition, % at 25 µM | 360,000 compounds, 0.85% hits;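 active = inhibition or corrected inhibition above about 18%, plus a signal ratio from 0.5 to 1.5, limit read from the data, passing the limit was not always enough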; note: strong numbers were not always called active
MT1-MMP act inh: inhibitors of human MT1-MMP activation. P50281. HT1080 RFP-PRO-GFP cells, GFP/RFP ratio fluorescence, overnight; percent of plate control window, DMSO zero. GFP/RFP ratio change, % at 20 µM. 360,000 compounds, 0.061% hits. AID 651647;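 active = GFP/RFP ratio change of at least 30% with cell ATP level not reduced by more than half and red fluorescence within 50% of control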; note: strong numbers were not always called active
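Test system: HT1080 cells expressing an RFP-PRO-GFP fluorescent reporter construct / Compound dosing: single-point 20 µM compound, 1% DMSO / Schedule: cells overnight before dosing, compound overnight, 37 °C, 5% CO2 / Evaluation: GFP/RFP fluorescence ratio / Control set: DMSO and RFP-L50D-GFP cell wells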
FAS TE block: blocks the thioesterase domain of human fatty acid synthase | 360,000 compounds, 0.67% hits | P49327 | inhibition, % at 15 µM | recombinant FAS-TE, OMFH fluorogenic substrate, fluorescence endpoint;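 active = compounds whose normalised, plate-corrected inhibition of enzyme fluorescence in the single-dose primary screen is 50% or more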;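 note: 0% = DMSO with enzyme and 100% = substrate without enzyme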
SKN-1 block: inhibitors of C. elegans SKN-1 | C. elegans VP596 Pgst-4::GFP/RFP ratio, acrylamide-induced, 24 h | inhibition, % at 21.8 µM | 360,000 compounds, 0.49% hits | AID 624304;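 active = interference check ratio from 0.5 to 1.5 plus GFP to RFP signal ratio inhibition reaching or exceeding a fixed threshold, cut at about 30% in these data, passing the limit was not always enough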; note: some compounds called inactive have numbers as strong as hits
TbMetRS inhib: Trypanosoma brucei MetRS inhibition | 360,000 compounds, 0.4% hits | purified T. brucei MetRS, ATP depletion, Kinase-Glo luminescence | inhibition, % at 11.9 µM;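 active = inhibition above a per-plate cutoff of the control wells' mean inhibition plus 3 SD, cut at about 5.5% in these data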;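 note: 0% = DMSO wells median and 100% = median of wells with control inhibitor compound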
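Assay system: T. brucei methionyl-tRNA synthetase, purified | Medium: HEPES buffer with MgCl2, KCl, DTT, spermine, BSA, pyrophosphatase | Compound: 11.9 µM single point | Incubation: 15 min enzyme-compound preincubation, 2 h reaction, 10 min detection, 25 °C | Measured by: Kinase-Glo luciferase luminescence reporting remaining unconsumed ATP | Measure: % inhibition normalized to control-well medians | Replication: Singlicate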
MsrA act: activates bovine MsrA enzyme | activation, % at 10.6 µM | 360,000 compounds, 0.3% hits | purified bovine MsrA, absorbance read-out; in the data active = activation above about 7.5%;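 note: 0% = vehicle and 100% = reference activator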
eLon inh: inhibits E. coli Lon protease; P0A9M0; purified E. coli Lon protease, fluorescence polarization; AID 602123; 360,000 compounds, 0.42% hits; inhibition, % at 7.94 µM; in the data active = inhibition above about 13%, passing the limit was not always enough;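 note: 0% = enzyme with probe and DMSO and 100% = no enzyme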
* hit, by the source's call; . = not tested or not shown.

SMILES | MsrA inhibitor | MLLE-PAM2 inh | NRP1-CendR mod | MT1-MMP act inh | FAS TE block | SKN-1 block | TbMetRS inhib | MsrA act | eLon inh
Cn1cnc([N+](=O)[O-])c1Sc1nnc(-c2cccnc2)n1C | 1.7 | 14 | -2 | 6 | 14 | -11 | -0.8 | -3 | -2
CCOC(=O)c1[nH]cnc1C(=O)N1CCN(C(=O)OC(C)(C)C)CC1 | -0.9 | -3 | 10 | -4 | -6 | 8 | -0.3 | -8 | -3
COc1ccc(/C=C(\NC(=O)c2ccccc2)C(=O)NCC2CCCO2)cc1 (stereo not given) | -0.2 | 18 | 2 | -1 | -2 | 8 | -0.6 | -7 | -5
COc1cc(Cl)c(NC2=CC(=O)C(=O)c3ccccc32)c(OC)c1 | -0.8 | -2 | 0 | 18 | 18 | 13 | -0.1 | -1 | -3
CCc1ccc(-c2nc(SCC(=O)c3c(N)n(C)c(=O)n(C)c3=O)n[nH]2)cc1 | 0.3 | -17 | -12 | -1 | -2 | 18 | -0.3 | -6 | -12
COC(=O)Cc1ccc(NC(=S)N2CCCCC2C)cc1 (stereo not given) | 0.5 | -19 | 15 | -4 | -2 | 2 | -0.6 | -4 | -7
COC(=O)c1ccc(NC(=O)Cc2ccc(C)cc2)cc1 | 0.6 | 5 | 13 | 5 | -5 | 9 | 0.2 | -3 | 8
COC(=O)c1cc(OC)c(OC)cc1N1C(=O)CCCC1=O | . | -3 | 1 | -2 | -3 | -2 | -1.6 | -14 | -9
Cc1ccc(-c2cn(S(=O)(=O)c3cccc4nsnc34)nc2N)cc1 | 0.0 | -8 | 11 | 4 | 9 | -1 | -1.5 | -9 | -2
CC(/C=N/Nc1nc(C)cc(C)n1)=C\c1ccc(C(C)C)cc1 | 1.4 | 5 | -12 | -33 | 12 | 4 | -0.6 | -4 | -3
COc1cc2cc(C(=O)N/N=C/c3ccccc3Cl)[nH]c2cc1OC | 0.9 | 5 | 10 | 11 | 7 | -5 | -1.1 | -15 | -3
CNC(=O)C[C@@H]1C(=O)N(Cc2ccccc2)CC1(C)C | 0.4 | 8 | -4 | 1 | -7 | 3 | -0.3 | -4 | -3
O=C(Nc1cccc(Oc2ccccc2)c1)c1ccc(-n2cncn2)c2ccoc12 | 0.9 | -5 | -11 | 1 | 24 | -2 | -0.2 | -1 | 0
O=C(N[C@@H](Cc1ccccc1)C(=O)OCc1ccccc1)c1nc[nH]c1C(=O)N1CCNCC1 | 0.0 | 4 | 20 | 5 | -9 | 4 | -0.2 | -1 | -4
N#C/C(=C\Nc1ccccn1)S(=O)(=O)c1ccc(Cl)cc1 | 0.6 | 10 | 2 | 0 | 4 | 0 | -0.1 | -1 | -10
COCCNC(=O)C1(C)CCN(C(=O)c2ccc(SC(F)(F)F)cc2)C1 (stereo not given) | 1.2 | -11 | -4 | 7 | -4 | 3 | -0.4 | 0 | -9
COc1ccccc1CNC(=O)C12CC3CC(CC(C3)C1)C2 | 0.7 | -4 | 3 | -2 | -1 | -6 | -0.5 | -4 | 0
CCCOc1ccc(C2c3c(oc4cc(C)c(C)cc4c3=O)C(=O)N2CCCN(C)C)cc1OCC (stereo not given) | -0.3 | -11 | 0 | 10 | 2 | 11 | -1.3 | -1 | 2
NS(=O)(=O)c1ccc(CCNC(=O)CCNC(=O)c2ccco2)cc1 | -0.2 | 9 | 16 | -3 | -4 | 10 | -0.5 | 1 | 3
COc1ccc(C(=O)NC(C)c2nnc(SCC(=O)Nc3nc4ccccc4s3)n2C)cc1 (stereo not given) | 0.0 | -3 | -7 | 0 | 2 | -6 | 0.0 | 2 | 2

Part of the list above in order of SMILES length, low to high.
SMILES | MsrA inhibitor | MLLE-PAM2 inh | NRP1-CendR mod | MT1-MMP act inh | FAS TE block | SKN-1 block | TbMetRS inhib | MsrA act | eLon inh
Cn1cnc([N+](=O)[O-])c1Sc1nnc(-c2cccnc2)n1C | 1.7 | 14 | -2 | 6 | 14 | -11 | -0.8 | -3 | -2
O=C(Nc1cccc(Oc2ccccc2)c1)c1ccc(-n2cncn2)c2ccoc12 | 0.9 | -5 | -11 | 1 | 24 | -2 | -0.2 | -1 | 0
O=C(N[C@@H](Cc1ccccc1)C(=O)OCc1ccccc1)c1nc[nH]c1C(=O)N1CCNCC1 | 0.0 | 4 | 20 | 5 | -9 | 4 | -0.2 | -1 | -4

Further structures follow:
SMILES | MsrA inhibitor | MLLE-PAM2 inh | NRP1-CendR mod | MT1-MMP act inh | FAS TE block | SKN-1 block | TbMetRS inhib | MsrA act | eLon inh
O=C(Nc1ccc(F)cc1)c1cnccn1 | 0.9 | 8 | 8 | 4 | -6 | 30 | -0.3 | -4 | -30
COc1cccc(CNC(=O)COc2cccc3c2OC(C)(C)C3)c1 | -1.2 | 7 | 0 | 3 | 0 | 2 | -0.8 | -8 | -1
CNc1nc(SC)nc(N2CCOCC2)n1 | -0.6 | 15 | -5 | -4 | -7 | 0 | 0.3 | -1 | 3
O=C(NCC1COc2ccccc2O1)c1ccc(NC(=O)C(c2ccccc2)c2ccccc2)cc1 (stereo not given) | 0.4 | 4 | 11 | -2 | 16 | 11 | -0.5 | 2 | -12
Cc1ccc(C(=O)OCC(=O)N(CC(C)C)c2c(N)n(Cc3ccccc3)c(=O)[nH]c2=O)s1 | -0.1 | -14 | 3 | -4 | -1 | -5 | 0.2 | -1 | -2
Cc1cc(NS(=O)(=O)c2ccc(NC(=S)NC(=O)c3ccc(F)cc3)cc2)no1 | 0.4 | 40* | 1 | 4 | -11 | -3 | -0.5 | -4 | 9
COC(C(=O)Nc1ccnn1C1CCN(Cc2ccc(C)s2)CC1)c1ccccc1 (stereo not given) | 0.8 | -6 | 14 | 0 | -5 | 1 | -0.3 | -3 | 5
CCOC(=O)/C=C/c1cccc(OC)c1O | 0.8 | . | 6 | 1 | . | 10 | -1.1 | . | .
CC(=O)Nc1ccc(/C=N/N2C(C)CCCC2C)cc1 (stereo not given) | -0.9 | -1 | 3 | -2 | -4 | 13 | -0.3 | 2 | 0
COc1ccccc1Nc1nc(N)nc(CN2CCCCCC2)n1 | 0.2 | -1 | -7 | -3 | -6 | -13 | -0.4 | -4 | -8
CC1CN(C(=O)C2(C)CC2(Br)Br)CC(C)O1 (stereo not given) | -0.1 | 3 | -8 | 6 | -6 | 0 | -0.3 | -3 | -12
O=C(/C=C/NNC(=O)c1ccccc1)c1ccc(Br)cc1 | 1.2 | 12 | -6 | 0 | 6 | 3 | -0.5 | -3 | 1
CCCCCC(=O)N1C[C@H](n2cc(C3CC3)nn2)[C@@H](O)C[C@@H]1c1ccc(C)cc1 | -0.8 | 4 | -2 | -3 | -11 | 8 | -1.0 | 1 | -2
O=C(O)C1CC=CCC1C(=O)Nc1ccc2c(c1)OCCO2 (stereo not given) | -0.5 | 1 | -5 | 5 | -6 | -10 | -0.4 | -3 | 6
NS(=O)(=O)c1ccc(CCNC(=O)c2ccc(Cl)c(S(=O)(=O)N3CCCCC3)c2)cc1 | -2.4 | -4 | 5 | 1 | -4 | 10 | -0.1 | -2 | -5
COc1ccc(C(=O)NCCOC(C)C)cc1OC1CCN(C(C)=O)CC1 | 0.9 | 0 | 6 | -4 | -6 | 26 | -0.6 | -2 | -4
CC(=O)c1ccccc1NC(=O)CSc1nnc(Cc2csc(C)n2)o1 | 1.2 | 7 | 8 | -1 | -3 | -23 | -0.5 | -4 | -4
CCCC(=O)c1ccc(-c2ccccc2)cc1 | -0.1 | -4 | 10 | 4 | 7 | -9 | -0.2 | -12 | -10
COc1ccc(CCNC(=O)C(Sc2ccccn2)c2ccccc2)cc1OC (stereo not given) | 0.9 | 14 | 7 | 2 | 2 | 9 | -0.4 | -1 | 4
CCOc1ccc(C(=O)c2cc([N+](=O)[O-])ccc2N2CCOCC2)cc1 | 1.6 | -4 | -12 | 12 | 47 | 12 | -0.5 | -4 | -4
CCOc1ccc(OCC(=O)NCCc2nc3ccccc3[nH]2)cc1 | -0.3 | 9 | 3 | 4 | -8 | -8 | 2.5 | -7 | -16
O=C(NCc1ccco1)/C(=C\c1cccs1)NC(=O)c1ccsc1 | 2.1 | -3 | -7 | 2 | -10 | -2 | -0.7 | -14 | -17
Cc1c(NS(=O)(=O)c2cc(C(=O)NCc3cccnc3)cc(Cl)c2Cl)c(=O)n(-c2ccccc2)n1C | -1.8 | 2 | 6 | 0 | 12 | -4 | -0.2 | -1 | -2
NC(COCc1ccccc1)c1csc(Nc2nccc(C(F)(F)F)n2)n1 (stereo not given) | 1.1 | -11 | -8 | -2 | -14 | -6 | 0.0 | 1 | -7
CCOC(=O)C1C(=O)C(=O)N(C(C)C)C1C(=O)OCC (stereo not given) | 0.3 | -6 | -6 | 2 | -9 | 14 | -0.1 | -4 | -2
CC(=O)OCCn1c(C)[n+](CCOC(C)=O)c2cc(Cl)c(Cl)cc21 | 2.0 | -104 | 9 | -2 | -6 | 5 | 0.0 | -2 | -2
CCNC(=O)C(=O)NCC(c1ccc2c(c1)OCO2)N1CCOCC1 (stereo not given) | 0.7 | 7 | 9 | -3 | -5 | -8 | -1.0 | -9 | 14
CCOC(=O)c1c(C)[nH]c(C(=O)COC(=O)/C=C/c2ccc3c(c2)OCO3)c1C | 2.4 | -9 | -6 | 6 | -6 | 3 | -1.1 | -5 | 7
COC(=O)c1c(NC(=O)CS(=O)(=O)c2ccccc2)sc(C)c1C | 2.1 | 9 | -14 | 1 | 11 | 0 | 0.5 | -1 | 6
CC(C)c1ccc(-c2nc3c([nH]2)c(=O)n(C)c(=O)n3C)cc1 | 0.7 | 3 | -2 | 6 | -7 | 7 | -1.0 | 0 | 3
NC(=O)C1(N2CCCCC2)CCN(CC(=O)Nc2ccccc2Sc2ccccc2)CC1 | 0.6 | 2 | -3 | -5 | 8 | 9 | -0.1 | -2 | -1
COc1ccc(C(=O)NNC2=NCCCCC2)cc1 | -1.1 | -7 | 1 | 1 | -7 | 2 | -0.7 | -2 | 3
CCC1(C)Cc2ccccc2-c2nc(SCC(N)=O)[nH]c(=O)c21 (stereo not given) | -1.5 | -18 | -1 | -7 | 2 | 15 | -0.7 | -2 | -7
O=C(NCc1ccccn1)Nc1ccc(F)c(Cl)c1 | 2.0 | -7 | 3 | 2 | 0 | 10 | 0.1 | -4 | -1
O=C(CSc1nc2ccccc2c(=O)n1CCCO)NCc1ccccc1 | 0.3 | 38* | 1 | 2 | -14 | -5 | -1.1 | -10 | 4
Cc1nnc(NC(=O)c2cc(-c3ccco3)nc3ccccc23)s1 | 2.8 | 11 | -24 | -4 | -3 | -6 | -0.2 | -7 | -11
COc1ccc2c(c1)c(CC(=O)NCc1cc([N+](=O)[O-])ccc1O)c(C)n2C(=O)c1ccc(Cl)cc1 | -1.0 | 0 | 8 | 11 | 15 | 26 | 0.4 | -3 | 0
Cc1ccc(S(=O)(=O)N(CCC(=O)NCC(c2ccccc2)N(C)C)c2ccccc2)cc1 (stereo not given) | -0.3 | -7 | 2 | 0 | -3 | 3 | 0.1 | 0 | -10
COc1ccc(NC(=O)N(C)C[C@H]2Oc3c(NC(=O)NC4CCCCC4)cccc3C(=O)N([C@H](C)CO)C[C@@H]2C)cc1 | -1.2 | -11 | 5 | 0 | 6 | 6 | -1.1 | -5 | -5
